# Htt clearance – mutant huntingtin protein clearance; HeLa Exon1htt(103Q)mCFP, aggregate imaging; zero = plate's median compound well; inhibition, % at 1.5 µM; hit rate 0.42% among 47,000; AID 853;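 active means inhibition of aggregate fluorescence above about 70%, also judged a hit by eye on the cell image, limit read from the data, passing the limit was not always enough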;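 further: cells exposed to compound for three days before fixation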
# Htt clearance grain fraction – second read-out of Htt clearance, no call of its own (marks repeat the call); fraction fluorescence in grains; measured here: aggregate grain fluorescence fraction; hits give low values;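 scaled fraction of total cell fluorescence in grains with unit not stated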
# Starred values were filed as active, the others as inactive. Only part of the results is shown; rates above refer to the full screens.
# Below each compound – Htt clearance grain fraction, Htt clearance
- COc1cccc(OCCCCN2CCCCC2)c1
  38, -97
- c1ccc(-c2nnc(-c3cccc(-c4nnc(-c5ccccc5)o4)c3)o2)cc1
  29, -55
- COc1ccc(-c2nc(CS(=O)CC(=O)NCC3CCCO3)c(C)o2)cc1 (stereo not drawn)
  66, -41
- CN(C)c1ccc(/C=N/N2C(=S)SC(C)(C)C2N(O)C(=O)Nc2ccc([N+](=O)[O-])cc2)cc1 (stereo not drawn)
  46, -16
- CCOC(=O)CSc1nc2ccccc2c(=O)n1CC1CCC(C(=O)NCc2ccco2)CC1 (stereo not drawn)
  32, -4
- COc1ccccc1NC(=O)c1cnc2n(c1=O)CCS2
  29, 23
- CCn1c(SCC(=O)NCC2CCCO2)nnc1-c1c[nH]c2ccccc12 (stereo not drawn)
  19, -8
- CC(C)CCOC(=O)C1[C@H]2C(=O)N(Cc3cccs3)C[C@]23C=C[C@H]1O3 (stereo partly drawn)
  35, 8
- O=C(CCSc1nc(-c2ccco2)cc(C(F)(F)F)n1)NCc1cccs1
  13, 36
- COc1ccc(CC(NC(C)=O)C(=O)NC2CCN(S(=O)(=O)c3cccc4ccccc34)CC2)cc1OC (stereo not drawn)
  34, -74
- CCCn1c(SCC#N)nc2c(c1=O)C1(CCCC1)Cc1ccccc1-2
  32, 8
- CC1=C(C(=O)OC(C)(C)C)C(c2ccco2)C(C#N)=C(N)O1 (stereo not drawn)
  13, 36
- O=C(NCC1CCCO1)c1c(O)c2cccc3c2n(c1=O)CCC3 (stereo not drawn)
  28, 26
- c1ccc(SCc2nc(-c3ccccn3)no2)cc1
  38, -119
- CCOc1ccc(NC(=S)NC(=O)/C=C/c2ccc(C)cc2)c([N+](=O)[O-])c1
  51, -52
- Cc1ccc(F)c(NC(=O)C2CCCCC2C(=O)O)c1 (stereo not drawn)
  32, 18
- CCOC(=O)Cn1c(=O)n(CC(=O)OCC)c2ccccc21
  20, -17
- O=c1c2ccccc2nc2n1C(CSCc1ccc(Cl)cc1)CS2 (stereo not drawn)
  31, 20
- O=C(NC1CCCCC1)N1CCCCCCC1
  11, 40
- CCN(CC)S(=O)(=O)c1cccc2c(N(C)C)cccc12
  25, 29
- Cc1cc(=S)cc(C)n1CCCO
  34, -4
- O=C(Cc1ccc(Br)cc1)N1CCCCCC1
  10, 41
- Cc1cc(C(=O)CN2C(=O)NC3(CCCc4ccccc43)C2=O)c(C)n1Cc1cccs1 (stereo not drawn)
  39, -26
- CCC(NC(=O)C1CCC1)c1ccccc1 (stereo not drawn)
  30, -56
- O=C(NC1CCCCC1)c1ccc(CS(=O)(=O)Cc2ccccc2F)o1
  19, 11
- CCN(CC)c1ccc(C=Nc2ccccc2)c(O)c1
  15, 20
- CCCCn1c(=O)n(CC(=O)NCc2ccc(C)cc2)c(=O)c2c1nc(CO)n2CCC
  44, -2
- CCOC(=O)c1ccc(N2C(=O)CC(N3CCN(C(=O)c4ccco4)CC3)C2=O)cc1 (stereo not drawn)
  21, 4
- Cc1ccc(-n2c(Cc3cccs3)nnc2SCC(N)=O)cc1
  26, 18
- Cc1ccccc1C(=O)NC1CCN(Cc2nnnn2Cc2ccccc2)CC1
  15, 19
- O=C(COC(=O)C1COc2ccccc2O1)Nc1ccc2c(c1)CCC2 (stereo not drawn)
  33, 8
- COc1ccc(OC)c(NS(=O)(=O)c2ccc(N3CCCC3=O)cc2)c1
  18, 59
- Nc1ccccc1N1CCN(C(=O)c2ccccc2)CC1
  12, 35
- Brc1cc2c(cc1COc1ccc(-c3nn[nH]n3)cc1)OCO2
  20, 0
- CCn1c(=O)cc(SCC(=O)N2CCN(Cc3ccc4c(c3)OCO4)CC2)c2ccccc21
  46, -25
- Cc1ccc(-n2c(=O)[nH]cc(C(=O)N3CCc4ccccc43)c2=O)cc1C
  48, -2
- CC1(C)NC(=O)N(CCCCOc2ccc3ccccc3c2Cl)C1=O
  35, -13
- COC(=O)[C@H](C)NC(=O)Nc1ccc(OC(F)(F)F)cc1
  24, -13
- CCOc1ccc(S(=O)(=O)N(C)CCO)cc1-c1nc2c(C(C)(C)C)nn(C)c2c(=O)[nH]1
  31, 19
- CCN(CC)C(=O)Nc1cnc2ccccc2c1
  38, -6
- COc1cccc(-c2nnc3n2N=C(C(C)(C)C)CS3)c1
  12, 67
- CCOC(=O)c1cn(CC)c2ccc(S(=O)(=O)N3CC(C)CC(C)C3)cc2c1=O (stereo not drawn)
  42, -3
- COc1ccc(C(NC(=O)CC(C)C)NC(=O)CC(C)C)cc1OC
  58, -38
- O=C(Nn1c(=O)[nH]c2ccsc2c1=O)c1ccccc1
  21, -5
- Cc1ccc(CN2CCN(C(=O)CCN3C(=O)c4ccccc4C3=O)CC2)cc1
  55, -34

# Arranged by the number under Htt clearance grain fraction (high to low): 3 of the compounds above
# Below each compound – Htt clearance grain fraction, Htt clearance
- CCCCn1c(=O)n(CC(=O)NCc2ccc(C)cc2)c(=O)c2c1nc(CO)n2CCC
  44, -2
- CC(C)CCOC(=O)C1[C@H]2C(=O)N(Cc3cccs3)C[C@]23C=C[C@H]1O3 (stereo partly drawn)
  35, 8
- O=C(Cc1ccc(Br)cc1)N1CCCCCC1
  10, 41

# Next results follow.
# Below each compound – Htt clearance grain fraction, Htt clearance
- O=C(COC(=O)c1ccco1)Nc1cccc(Br)c1
  29, 4
- O=C(O)CSc1nnc(Cn2cnc3ccccc32)n1CCc1ccccc1
  53, -31
- COc1ccc(N(C)C(=O)c2cnc(N3CCN(c4ncccn4)CC3)c3ccccc23)cc1
  23, 46
- O=C(CN1CCN(Cc2ccccc2F)C1=O)NCc1ccco1
  27, -29
- OC(Cn1cncn1)c1ccc(Cl)cc1 (stereo not drawn)
  31, 18
- O=C(Nc1ncc(Cc2cccc(Cl)c2)s1)C1CCCO1 (stereo not drawn)
  32, 26
- CCCCNS(=O)(=O)c1ccc2nc(SCC(=O)Nc3sccc3C#N)[nH]c2c1
  14, 29
- COc1ccc(N(C(=O)C(C)C)S(=O)(=O)c2ccc3c(c2)n(C)c(=O)n3C)cc1
  17, 15
- COC1(OC)N=C(N)C2(C#N)C(c3cccc(Oc4ccccc4)c3)C12C#N (stereo not drawn)
  46, -6
- CCCn1c(-c2cccs2)nc2nc3ccccc3nc21
  27, 29
- Cn1nnc(NC(=O)c2ccccc2)n1
  25, -23
- COC(=O)c1ccc(NC2(C#N)C(=O)Nc3ccccc32)cc1 (stereo not drawn)
  22, -11
- CC1(C)CC(O)(CCNCc2ccc3c(c2)OCO3)CCO1 (stereo not drawn)
  9.6, 41
- COc1cc(NC(=O)c2nnn(Cc3ccc(SC)cc3)c2N)cc(OC)c1
  15, 67
- Cc1cccn2cc(CCNC(=O)c3ccc(Br)o3)nc12
  32, 5
- CCOc1ccc(CN2CCN(C(=O)c3cccc(F)c3)CC2)cc1
  15, 18
- CCOC(=O)c1cc(NC(=O)CSc2nnc(CN3CCOCC3)n2C)ccc1Cl
  22, -30
- CN(C(=O)c1ccc(C(=O)N(C)C2CCCCC2)cc1)C1CCCCC1
  9.2, 52
- COC(=O)c1nn(-c2ccc(OC)cc2)c(=O)cc1Oc1ccccc1
  43, -107
- O=C(Nc1cccc(NS(=O)(=O)c2ccc(S(=O)(=O)NC3CC3)cc2)c1)c1ccccn1
  24, -30
- COc1ccccc1C1/C(=C(\O)c2c(C)nc3c(C)cccn23)C(=O)C(=O)N1CCCN(C)C (stereo not drawn)
  22, -22
- CCn1nnnc1SCC(=O)c1ccc(NC(C)=O)cc1
  44, -23
- O=c1cc(Nc2ccc3c(c2)OCO3)[nH]c(=O)n1-c1ccc(Br)cc1
  9.8, 48
- Nc1nc(SCc2ccc(Cl)cc2)ns1
  25, 39
- Clc1ccccc1CN(Cc1ccccc1)c1ncnc2nc[nH]c12
  30, -68
- CC(C)[C@H](NC(=O)NC1CCCc2ccccc21)C(=O)O (stereo partly drawn)
  37, -8
- CC(=O)N(Cc1cccs1)C1CCOC(C)(C)C1 (stereo not drawn)
  41, -129
- COc1ccccc1N1CCN(C(=O)Cn2nc(C(F)(F)F)c3c2CCC3)CC1
  27, -34
- FC(F)(F)c1cccc(N2CCc3cn[nH]c32)c1
  12, 33
- O=C(OCc1cnc(Cl)s1)c1cccc(Cl)c1Cl
  32, 16
- Cc1cc(C(=O)O)c(=O)[nH]c1C
  31, 15
- COc1cc(OC)cc(C(=O)NCC(=O)OC2CCOC2=O)c1 (stereo not drawn)
  24, 34
- Oc1ccc(Cl)cc1/C=N/c1nccs1
  20, 3
- Cc1ccc(CS(=O)(=O)CCC(=O)NCc2ccc3c(c2)OCO3)cc1
  15, 25
- COc1ccc2cc(CN(Cc3ccco3)C(c3nnnn3C3CCCCC3)C(C)C)c(=O)[nH]c2c1 (stereo not drawn)
  26, -56
- CN(C(=O)c1ccco1)c1nc(CC(=O)Nc2ccccc2)cs1
  15, 24
- Cc1cc(NC(=O)CSc2nnc(Cc3ccccc3)o2)no1
  11, 45
- Cn1c(SCc2ccc(C#N)cc2)nnc1-c1cccc(Cl)c1
  36, 0
- C/C(=C\c1ccccc1)C(=O)n1nnc2ccccc21
  18, 54
- O=C(Nc1c(F)cc(F)cc1Br)c1cc2nc(C(F)F)cc(C(F)F)n2n1
  56, -50
- CCOC(=O)Cn1nc(C)c2c1CCCC2=O
  53, -32
- COc1ccc(C(=O)COC(=O)CCCn2c(=O)oc3ccccc32)cc1
  18, 8
- N#CC1=C(N)C(C#N)(C#N)C(c2cccnc2)C2COCC=C12 (stereo not drawn)
  30, 4
- O=C(Nc1nccs1)c1ccc(Cl)c(S(=O)(=O)N2CCCCC2)c1
  24, -2
- CC(=O)c1c(C)nc(-c2ccc(Cl)cc2)nc1NC(=O)C(C)C
  21, -4

# A portion from the list above, as a working copy:
# Below each compound – Htt clearance grain fraction, Htt clearance
- Cc1cc(C(=O)O)c(=O)[nH]c1C
  31, 15
- COc1cc(OC)cc(C(=O)NCC(=O)OC2CCOC2=O)c1 (stereo not drawn)
  24, 34
- Oc1ccc(Cl)cc1/C=N/c1nccs1
  20, 3
- Cc1ccc(CS(=O)(=O)CCC(=O)NCc2ccc3c(c2)OCO3)cc1
  15, 25
- COc1ccc2cc(CN(Cc3ccco3)C(c3nnnn3C3CCCCC3)C(C)C)c(=O)[nH]c2c1 (stereo not drawn)
  26, -56
- CN(C(=O)c1ccco1)c1nc(CC(=O)Nc2ccccc2)cs1
  15, 24
- Cc1cc(NC(=O)CSc2nnc(Cc3ccccc3)o2)no1
  11, 45

# Some of the entries so far, with each value named.
SMILES: Cn1c(SCc2ccc(C#N)cc2)nnc1-c1cccc(Cl)c1
- Htt clearance grain fraction: 36
- Htt clearance: 0

SMILES: C/C(=C\c1ccccc1)C(=O)n1nnc2ccccc21
- Htt clearance grain fraction: 18
- Htt clearance: 54

SMILES: O=C(Nc1c(F)cc(F)cc1Br)c1cc2nc(C(F)F)cc(C(F)F)n2n1
- Htt clearance grain fraction: 56
- Htt clearance: -50

SMILES: CCOC(=O)Cn1nc(C)c2c1CCCC2=O
- Htt clearance grain fraction: 53
- Htt clearance: -32

# (further entries)
# Below each compound – Htt clearance grain fraction, Htt clearance
- Cc1c(C(=O)Oc2ccc(-c3cnc4ccccc4n3)cc2)cccc1[N+](=O)[O-]
  49, -12
- COc1ccc(-n2c(Cc3cccs3)nnc2SCC(=O)Nc2ccc3c(c2)OCCO3)cc1
  57, -42
- CC(Nc1cc(N2CCCC2)ccc1[N+](=O)[O-])c1ccccc1 (stereo not drawn)
  48, -58
- CCCCNC(=O)c1cc(-c2ccc(OC)c(OC)c2)on1
  38, -6
- CC(=O)c1c(N2CCN(C(=O)C3CCCO3)CC2)nc(=S)n(-c2ccccc2)c1C (stereo not drawn)
  21, -28
- CCCNS(=O)(=O)c1ccc(CCC(=O)NCc2ccco2)cc1
  35, -81
- Clc1ccccc1Oc1cnc2ccccc2n1
  43, -10
- Cc1cc(N2CCCCC2)nc(N2CCOCC2)n1
  37, 2
- Cc1cc(C)c(S(=O)(=O)c2ccccc2)c(OC(=O)c2ccc(Cl)cc2Cl)n1
  26, -24
- CC1(C)Cc2c(ccc3ccccc23)C(=O)N1
  34, 16
- O=S1(=O)CCN(Cc2ccccc2Cl)CC1
  48, -26
- CCN(CC)C(=O)c1n[nH]c(=O)c2ccccc12
  29, -64
- O=C(NC1CC1)c1ccc(CSCc2cccc(F)c2)o1
  79, -60
- C=CCn1c(N)c(C(=O)NCc2ccco2)sc1=S
  23, -8
- COC(=O)c1sccc1NC(=O)c1csc2c1CCCC2
  16, 21

# Full records from above:
# Shown for `COc1ccc(-n2c(Cc3cccs3)nnc2SCC(=O)Nc2ccc3c(c2)OCCO3)cc1` = Htt clearance grain fraction = 57; Htt clearance = -42
# Shown for `CC1(C)Cc2c(ccc3ccccc23)C(=O)N1` = Htt clearance grain fraction = 34; Htt clearance = 16

# Compound activity as filed in PubChem BioAssay.
